Screens deposited in PubChem BioAssay by The Scripps Research Institute Molecular Screening Center.
IDE act = human IDE activators in live cells, primary screen, fluorescence polarization, HEK cells, FAbeta-B substrate; Insulin-degrading enzyme (Homo sapiens), P14735; activation, % at 5.96 µM; 340,000 compounds, 0.073% hits; FAbeta-B cleavage; 0% vehicle, 100% cell-free pure enzyme wells;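 active = activation above the mean of all tested compounds plus 3 SD, set per screening campaign, cut at about 17% in these data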
Target sequence (P14735 whole entry, looked up): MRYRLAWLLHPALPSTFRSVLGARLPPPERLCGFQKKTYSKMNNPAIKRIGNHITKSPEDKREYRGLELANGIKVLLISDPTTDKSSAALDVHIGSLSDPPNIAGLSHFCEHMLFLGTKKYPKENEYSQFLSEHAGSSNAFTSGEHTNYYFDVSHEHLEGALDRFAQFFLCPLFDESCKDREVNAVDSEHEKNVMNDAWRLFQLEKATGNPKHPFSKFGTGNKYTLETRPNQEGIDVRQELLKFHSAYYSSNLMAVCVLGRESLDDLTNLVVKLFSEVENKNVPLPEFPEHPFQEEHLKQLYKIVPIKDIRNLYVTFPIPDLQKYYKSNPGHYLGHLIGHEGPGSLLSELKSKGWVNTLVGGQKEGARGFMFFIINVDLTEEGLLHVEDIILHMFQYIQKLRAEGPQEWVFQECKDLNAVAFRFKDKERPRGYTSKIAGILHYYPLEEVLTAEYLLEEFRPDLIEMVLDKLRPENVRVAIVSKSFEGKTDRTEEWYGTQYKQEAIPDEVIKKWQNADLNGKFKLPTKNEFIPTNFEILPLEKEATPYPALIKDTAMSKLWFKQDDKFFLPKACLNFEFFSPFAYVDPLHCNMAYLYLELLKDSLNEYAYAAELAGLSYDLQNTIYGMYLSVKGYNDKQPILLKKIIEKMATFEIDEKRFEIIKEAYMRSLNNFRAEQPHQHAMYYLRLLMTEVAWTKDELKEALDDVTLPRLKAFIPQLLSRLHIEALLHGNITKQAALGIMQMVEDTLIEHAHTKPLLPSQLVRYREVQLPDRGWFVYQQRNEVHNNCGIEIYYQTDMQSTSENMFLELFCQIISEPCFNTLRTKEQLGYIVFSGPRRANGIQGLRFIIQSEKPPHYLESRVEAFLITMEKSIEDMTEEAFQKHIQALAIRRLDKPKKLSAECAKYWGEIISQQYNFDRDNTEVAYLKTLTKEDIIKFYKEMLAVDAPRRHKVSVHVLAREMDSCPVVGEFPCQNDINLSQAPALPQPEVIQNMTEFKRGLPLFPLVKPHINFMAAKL
IDE cell inh = human IDE inhibitors in live cells, primary screen, fluorescence polarization, HEK cells, FAbetaB substrate; inhibition, % at 5.59 µM; Insulin-degrading enzyme (Homo sapiens), P14735; FAbetaB cleavage; 320,000 compounds, 0.41% hits; AID 434962, 2010;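 active = percent inhibition above the average of all tested compounds plus 3 SD, set per screening campaign, cut at about 16% in these data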;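 also: IDE supplied by intact live HEK cells; FP after avidin binding of uncleaved biotin substrate so inhibition keeps polarization high; 0% = DMSO wells and 100% = 60 µM reference IDE inhibitor Ii1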
Starred values were filed as active, the others as inactive. These rows are one share of the data (hit frequency here may not be typical).

mol	IDE act	IDE cell inh
CN1CCN(S(=O)(=O)c2ccc(NC(=O)c3ccc([N+](=O)[O-])cc3)cc2)CC1	5	2
COc1cccc(C(=O)Nc2cc3c4c(c2)CC(=O)N4CCC3)c1	-1	10
COc1ccc(C(=O)COC(=O)CCCN=C2NS(=O)(=O)c3ccccc32)c(OC)c1	7	4
O=C(COc1ccc(Nc2ccccc2)cc1)Nc1ccncc1	1	10
CN(CC(=O)Nc1ccccc1Cl)C(=O)c1cc(-c2cccs2)nn1-c1ccccc1	-1	-2
O=C(COC(=O)COc1cccc(C(F)(F)F)c1)NC1CCCC1	6	2
CCCCCCCCCCCCCCCC(=O)OC(CC(=O)O)C[N+](C)(C)C (stereo not given)	12	0
COc1ccc2oc(C(=O)OCC(=O)N3CCCCC3C)c(C)c2c1 (stereo not given)	1	8

Three entries already listed, arranged by number of heavy atoms, falling.
mol	IDE act	IDE cell inh
CN(CC(=O)Nc1ccccc1Cl)C(=O)c1cc(-c2cccs2)nn1-c1ccccc1	-1	-2
CCCCCCCCCCCCCCCC(=O)OC(CC(=O)O)C[N+](C)(C)C (stereo not given)	12	0
O=C(COC(=O)COc1cccc(C(F)(F)F)c1)NC1CCCC1	6	2

Later entries:
mol	IDE act	IDE cell inh
CCN(C(=O)COC(=O)c1ccc2ccccc2c1)c1c(N)n(Cc2ccccc2)c(=O)[nH]c1=O	9	-1
COc1cccc(NC(=O)CN(C)C(=O)c2ccccn2)c1	2	6
C[C@H](NC(=O)c1nc[nH]c1C(=O)N(C)Cc1ccccc1)C(=O)OC(C)(C)C	7	2
Cc1cccc(C(=O)NNC(=O)c2csc(N3CCOCC3)n2)c1C	-1	-2
CCN(CC(=O)NCc1cccs1)C(=O)c1ccc(-c2ccccc2F)o1	0	-2
CCN(CC(=O)Nc1c(F)cccc1F)C(=O)CN1C(=O)NC2(CCCC2)C1=O	5	-1
O=C(CC1SC(N2CCCC2)=NC1=O)Nc1ccc(C(=O)NCCc2ccc(F)cc2)cc1 (stereo not given)	5	-1
CC1CN(S(=O)(=O)c2cccc(C(=O)Nc3ccccc3N3CCCC3)c2)CC(C)O1 (stereo not given)	1	-5

(listing goes on)
mol	IDE act	IDE cell inh
Cc1ccc(C)c(S(=O)(=O)NCCC(=O)N2CCCC(C(N)=O)C2)c1 (stereo not given)	3	-1
COc1ccccc1C(=O)NC(=O)COC(=O)C1(C)CC1(Cl)Cl (stereo not given)	5	-3
O=C(C1CCN(S(=O)(=O)c2c(Cl)cccc2Cl)CC1)N1CCCC1	-2	-1
O=C(CN1CCc2ccccc2C1)Nc1cccc(S(=O)(=O)N2CCOCC2)c1	5	4
Cc1ccccc1OCC(=O)OCC(=O)Nc1ccc(Cl)cn1	4	2
CN(Cc1ccccc1Cl)C(=O)CNC(=O)C12CC3CC(CC(C3)C1)C2	4	0
CCN(C[C@H]1N[C@@](Cc2ccccc2)(C(=O)OC)[C@H]2C(=O)N(Cc3ccccc3)C(=O)[C@@H]12)S(=O)(=O)c1ccc(C)cc1	4	10
COc1ccc(C(CNC(=O)c2c(C)nn(Cc3ccc(C)cc3)c2Cl)N2CCOCC2)cc1 (stereo not given)	4	7

Other entries
mol	IDE act	IDE cell inh
Cc1ccc(OCCC(=O)OCC(=O)Nc2ccc3c(c2)OCCO3)cc1	3	-1
COc1ccc(S(=O)(=O)N(C)Cc2ccc3c(c2)OCCO3)cc1	3	2
NC(=O)C1CCN(C(=O)CCn2c(=O)oc3ccccc32)CC1	-2	1
OCC[C@H]1C[C@@H](O)[C@H](O)[C@]2(OCc3ccccc32)O1	9	0
O=C(Nc1cccc(S(=O)(=O)N2CCCC2)c1)c1cncc(Br)c1	-4	3
Cc1ccc(N2CC(C(=O)OCc3nnc(-c4ccccc4)o3)CC2=O)cc1 (stereo not given)	8	-1
CCC[C@@H](O)c1cc2cc(OC)c(OC)cc2c(=O)o1	4	-1
CC(C)(C)NC(=O)CC1C[C@H](C(=O)N2CCOCC2)[C@@]2(CCC3CCCC3)c3[nH]c4ccccc4c3CCN2C1=O (stereo not given in full)	6	2

Brought forward from above: 6 compounds, followed by the next part.
mol	IDE act	IDE cell inh
NC(=O)C1CCN(C(=O)CCn2c(=O)oc3ccccc32)CC1	-2	1
OCC[C@H]1C[C@@H](O)[C@H](O)[C@]2(OCc3ccccc32)O1	9	0
O=C(Nc1cccc(S(=O)(=O)N2CCCC2)c1)c1cncc(Br)c1	-4	3
Cc1ccc(N2CC(C(=O)OCc3nnc(-c4ccccc4)o3)CC2=O)cc1 (stereo not given)	8	-1
CCC[C@@H](O)c1cc2cc(OC)c(OC)cc2c(=O)o1	4	-1
CC(C)(C)NC(=O)CC1C[C@H](C(=O)N2CCOCC2)[C@@]2(CCC3CCCC3)c3[nH]c4ccccc4c3CCN2C1=O (stereo not given in full)	6	2
CCCCN(C(=O)c1cnc(C)cn1)c1c(N)n(CCC)c(=O)[nH]c1=O	-2	4
COC(=O)[C@@]12CCCCN1[C@H](c1ccc(-c3ccc(OC)cc3)c(OC)c1)[C@@H]1C(=O)N(C)C(=O)[C@@H]12	6	-1
COc1cc([C@@H]2CC=C(C(=O)O)[C@H](c3ccc(F)cc3)N2S(=O)(=O)c2ccc(C)cc2)cc(OC)c1OC	-5	-1
CCCC[C@H](CC(=O)c1ccccc1)[C@@H](OC(C)=O)C(=O)Oc1c(C(C)C)cccc1C(C)C	2	-2
O=C(COc1cccnc1[N+](=O)[O-])Nc1ncc(Cl)cc1Cl	1	4
CC(C)c1ccc(S(=O)(=O)N2CCN(C(C)C(=O)N3CCCC3)CC2)cc1 (stereo not given)	3	-3
Cc1ccc(C(=O)c2nc(C(=O)NCCO)nc3ccccc23)cc1	-3	8
O=C(CNC(=O)c1ccc(Br)o1)Nc1ccncc1	6	9

Next compounds
mol	IDE act	IDE cell inh
COc1cc(/C=C/C(=O)OCc2csc(CC(=O)Nc3ccc(C)cc3)n2)ccc1OCC#N	-4	-1
CCN(CC(=O)Nc1ccc(OC)cc1)C(=O)c1ccc2ccccc2c1	0	3
C/C(=N\NC(=O)COc1ccc([N+](=O)[O-])cc1)c1ccco1	7	6
Cc1ccc(CN2[C@@H](Cc3ccccc3)C(=O)CS2(=O)=O)cc1	3	0
CCCc1cc(NC(=O)COC(=O)c2ccc(O)cc2O)n(-c2ccccc2)n1	-1	1
N#CCCN(C(=O)COC(=O)CCN=C1NS(=O)(=O)c2ccccc21)c1ccc(F)cc1	1	2
N#Cc1ccccc1OCC(=O)NCC(c1ccc(F)cc1)N1CCOCC1 (stereo not given)	6	-2
O=C(c1ccc(Cl)c(S(=O)(=O)N2CCCCCC2)c1)N1CCCC(C(F)(F)F)C1 (stereo not given)	3	-3

(next part)
mol	IDE act	IDE cell inh
CC1CCCC(NC(=S)NC(=O)c2ccco2)C1C (stereo not given)	5	-2
CCCCCN(C(=O)CCC(=O)OCCOc1cccc(Cl)c1)c1c(N)n(CCCC)c(=O)[nH]c1=O	-4	-4
O=c1c(-c2c(O)cc(O)c3c2O[C@H](c2ccc(O)cc2)CC3)c(-c2ccc(O)cc2)oc2cc(O)cc(O)c12	2	0
CC1CCCC(NC(=O)COC(=O)c2cc3ccccc3oc2=O)C1C (stereo not given)	-1	1
Cn1c2c(c(=O)n(C)c1=O)C(c1ccc(C(F)(F)F)cc1)CC(=O)N2 (stereo not given)	6	9
NC(=O)C1CCN(c2nc(-c3cccc(Cl)c3)cs2)CC1	1	-3
COc1ccc(NC(=O)CSCC(=O)Nc2sccc2C#N)cc1	4	2
Cc1ccc(S(=O)(=O)N2[C@@H](c3ccccc3F)C(C(=O)O)=CC[C@H]2c2ccc(Cl)cc2)cc1	-6	3

(list continues)
mol	IDE act	IDE cell inh
CC(OC(=O)c1ccc(Cl)cc1)C(=O)NCc1ccc2c(c1)OCO2 (stereo not given)	2	-4
C/C(=N\NC(=O)C(O)c1ccccc1)c1ccc(C)s1 (stereo not given)	5	4
CCOC(=O)C1CCN(C(=O)c2cc(S(=O)(=O)N3CCc4ccccc43)ccc2OC)CC1	1	-4
CCN(CC(=O)Nc1ccc2c(c1)OCCO2)C(=O)/C=C/c1ccc(OC)c(OC)c1	4	-4
O=C(NC1CC(=O)N(c2cccc(F)c2)C1)C(=O)c1c[nH]c2ccccc12 (stereo not given)	-1	10
COc1ccc(C(=O)Nc2ccc(Br)cn2)cc1S(=O)(=O)N1CCOCC1	-2	-2
CCC/C(=C1/c2ccccc2C(=O)N1c1ccccc1)c1cnc(OC)nc1	0	-3
CCOC(=O)[C@@H]1[C@H]2COc3ccc(Br)cc3[C@H]2N2C(=O)N(c3ccc(Cl)cc3)C(=O)[C@]12C	-2	4

Further results follow.
mol	IDE act	IDE cell inh
COc1ccccc1-c1oc2ccccc2c1C#CC1(N)CCCCC1	5	5
CCCn1c(N)c(N(CCOC)C(=O)CSCC(=O)Nc2ccc(OC)cc2)c(=O)[nH]c1=O	1	-4
Cc1ccc(S(=O)(=O)Nc2c(C)nn(C)c2C)c(C)c1	-3	3
COc1ccc(N2CCN(C(=O)COC(=O)c3cnccn3)CC2)cc1	-4	7
Cc1cc(C)c(C(=O)OCC(=O)Nc2cccc(S(=O)(=O)N3CCCCC3)c2)c(C)c1	2	3
COc1ccc(NC(=O)COc2coc(CN3c4ccccc4CC3C)cc2=O)cc1 (stereo not given)	3	4
COc1cccc(CN(C)C(=O)CCN(c2ccccc2)S(=O)(=O)c2ccc(C)cc2)c1OC	3	9
CC1CN(C(=O)c2ccc(Cl)c(S(=O)(=O)NCc3ccco3)c2)CC(C)O1 (stereo not given)	1	-1

Next records follow:
mol	IDE act	IDE cell inh
CN[C@H]1CCc2cc(OC)c(OC)c(OC)c2-c2ccc(OC)c(=O)cc21	8	5
COc1ccc(OC)c(S(=O)(=O)NCC(c2ccco2)N2CCc3ccccc3C2)c1 (stereo not given)	-2	3
CC(=O)NC12CC3CC(C1)CC(C(=O)OCC(=O)c1cc(C)n(C)c1C)(C3)C2	3	5
CN(CC(=O)Nc1ccc(Cl)cc1F)C1=NS(=O)(=O)c2ccccc21	-3	-3
CCC(=O)c1ccc(OCC(=O)OCC(=O)N2CCN(c3ccc(OC)cc3)CC2)cc1	5	-8
COc1ccc(NC(=O)CCOc2ccccc2C)cc1S(=O)(=O)N1CCCCC1	-1	-2
COc1ccc(CCNC(=S)N2CCN(S(=O)(=O)c3ccccc3)CC2)cc1	0	4
Cc1cc(C(=O)OCC(=O)N2C(C)CCCC2C)c2ccccc2n1 (stereo not given)	5	8

Following part.
mol	IDE act	IDE cell inh
CC(C)Oc1ccc(S(=O)(=O)N2CCCCC2)cc1NC(=O)CN1C(=O)NC(C)(C2CC2)C1=O (stereo not given)	-1	1
CCC(C)(C)C1CCC2(CC1)NC(=O)N(CC(=O)N(C)Cc1ccc3c(c1)OCCO3)C2=O (stereo not given)	5	-5
ONC(=Nc1ccccc1Cl)c1c(F)cccc1F	5	4
CCN(c1ccccc1)S(=O)(=O)c1ccc(OC)c(NC(=O)COc2ccc(C(C)=O)cc2)c1	4	0
COc1ccc(OC)c(C(=O)CN2C(=O)C(=O)N(C3CCCC3)C2=O)c1	-1	-1
CC(=O)Nc1ccc(NC(=O)COC(=O)c2cc(S(=O)(=O)N(C)C)ccc2N2CCCC2)cc1	9	-1
C[C@H](CO)N1C[C@H](C)[C@@H](CN(C)S(=O)(=O)c2ccccc2)Oc2ccc(NC(=O)Cc3ccccc3)cc2C1=O	-2	5
N#CC1(NC(=O)Cn2ncc(Cl)c(Cl)c2=O)CCCCC1	-1	1

Continuation.
mol	IDE act	IDE cell inh
Nc1ccc(-c2cc3ccccc3c(=O)o2)cc1	-3	2
O=C(NC1CCCCCC1)c1c(O)nc2sccn2c1=O	1	-1
C=CCNc1nc(C(=O)OC(C)C(=O)c2ccc(C)cc2)cs1 (stereo not given)	-1	3
Cc1ccc(OCC(=O)Nc2cccc3ccccc23)c([N+](=O)[O-])n1	5	-2
COc1ccc(OC)c(NC(=O)CSc2nc(=O)n(CCN3CCOCC3)c3c2CCCC3)c1	-1	8
Cc1ccc(Nc2nc(NCCO)nc(N3CCCC3)n2)cc1	-3	1
COc1ccc(Cl)cc1NC(=O)CN(C)C1CCS(=O)(=O)C1 (stereo not given)	3	0
COc1cc(OC)cc(-c2c(-c3cccs3)c3cc(Br)ccc3n2C)c1	-1	2

Continued:
mol	IDE act	IDE cell inh
COC(C/C=C\[C@@H](O)[C@H](C)OCc1ccccc1)OC	4	0
C=CCNC(=O)Cc1ccc(S(=O)(=O)N2CCOCC2)s1	6	-2
O=S1(=O)CCOC[C@H](Cc2ccccc2)N1Cc1cccc(F)c1	1	0
CC1(C)C/C(=N/Nc2ccc([N+](=O)[O-])cc2[N+](=O)[O-])C(C)(C)O1	2	4
O=C(OCC(=O)N1CCCCCC1)c1cccc(Cl)c1	2	-6
CCc1nnc(NC(=O)c2ccc(OC)c(S(=O)(=O)N3CCCC3)c2)s1	5	1
O=C(NN1C(=O)NC2(CCCCC2)C1=O)c1cc2ccccc2o1	3	1
COc1ccccc1-c1oc2ccccc2c1C#CC(C)(C)O	-3	3

Further records.
mol	IDE act	IDE cell inh
CN(CC(=O)Nc1ccc(F)cc1)C(=O)c1cccc(S(=O)(=O)N2CCN(c3ccc(F)cc3)CC2)c1	1	11
CCOC(=O)C1=C(COC(=O)c2ccc(OC)c(OC)c2OC)NC(=O)NC1C (stereo not given)	0	-1
CC(=O)c1c(C)[nH]c(C(=O)OCC(=O)NCc2ccc3c(c2)OCO3)c1C	1	-2
Cc1ccc(S(=O)(=O)CCC(=O)OC2CC(C)OC2=O)cc1 (stereo not given)	1	-4
Cc1cccc(C(=O)O[C@H]2[C@H](Cc3ccccc3)NS(=O)(=O)[C@H]3CC4C=C[C@]23O4)c1	-3	-1
CCCCN1C(=N)N([C@@H](CCC)CN2CCC[C@H]2CN2C(N)=NC[C@@H]2Cc2ccccc2)C[C@H]1Cc1ccccc1	1	1
